# L major viab: reduces viability of Leishmania major promastigotes | resazurin fluorescence viability | inhibition, % at 10 µM | AID 1063 | 200,000 tested, 9% active; in the data active = inhibition above about 50%;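 also: promastigotes grown with compound for 44 hours at 28 °C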
# Redox H2O2 prof: compounds producing H2O2 with reducing agent – biochemical, NIH compound library profiling, artefact control for MLSCN library redox annotation, primary screen | DTT-dependent redox cycling H2O2, phenol red/HRP absorbance; 100% = 100 µM peroxide control, 0% = buffer | activation, % at 10 µM | 200,000 tested, 0.03% active;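 active = activation of at least 50% relative to the plate's high and low controls in the primary single-dose screen; inactive = activation below 50%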;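 also: compound incubated with DTT at 0.8 mM final as the reducing agent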
# RAM inhibit: blocks the yeast RAM network; AID 868; S. cerevisiae dse1pr::URA3 reporter, 5-FOA growth OD615, 2 d; analog-sensitive cbk1-as2 kinase mutant strain; inhibition, % at 50 µM; 190,000 tested, 1.8% active;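 active = inhibition above a set limit, 3 SD over mean compound inhibition, cut at about 8.4% in these data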;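 also: 0% = DMSO-only wells with no growth and 100% = 10 µM 1-NA-PP1 full growth; inhibition rescues growth on 5-FOA so higher OD means more RAM inhibition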
# PMI activator: phosphomannose isomerase (human) activation; purified human PMI, coupled resazurin fluorescence, 20 min; active compounds read high; 1 = vehicle control, 0 substrate-free wells; activation factor at 20 µM; 190,000 tested, 0.005% active; AID 1214;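 active = activation factor of 2 or more at 20 µM, relative to plate controls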
# Target sequence (P34949 whole entry, looked up): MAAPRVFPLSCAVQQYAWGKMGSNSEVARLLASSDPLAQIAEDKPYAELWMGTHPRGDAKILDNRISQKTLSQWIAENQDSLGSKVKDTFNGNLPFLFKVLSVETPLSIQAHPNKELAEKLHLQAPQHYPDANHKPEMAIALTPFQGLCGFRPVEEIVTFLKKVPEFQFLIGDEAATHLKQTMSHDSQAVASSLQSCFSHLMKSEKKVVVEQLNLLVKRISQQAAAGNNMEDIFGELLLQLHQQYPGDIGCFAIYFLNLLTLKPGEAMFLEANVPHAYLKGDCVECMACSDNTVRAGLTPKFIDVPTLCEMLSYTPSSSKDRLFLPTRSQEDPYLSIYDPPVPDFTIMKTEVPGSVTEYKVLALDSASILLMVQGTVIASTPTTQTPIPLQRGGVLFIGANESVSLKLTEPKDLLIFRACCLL
# TNAP inh hi DEA: inhibitors of human TNAP at high phosphate acceptor concentration | P05186 | purified TNAP, CDP-star luminescence, 1 M DEA | inhibition, % at 20 µM | 200,000 tested, 0.03% active | AID 1135;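 active = over 50% inhibition of tissue-nonspecific alkaline phosphatase at 20 µM in the single-dose screen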;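 also: plate controls were DMSO wells for no effect and EDTA-quenched wells as full inhibition for full effect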
# Target sequence (P05186 whole entry, looked up): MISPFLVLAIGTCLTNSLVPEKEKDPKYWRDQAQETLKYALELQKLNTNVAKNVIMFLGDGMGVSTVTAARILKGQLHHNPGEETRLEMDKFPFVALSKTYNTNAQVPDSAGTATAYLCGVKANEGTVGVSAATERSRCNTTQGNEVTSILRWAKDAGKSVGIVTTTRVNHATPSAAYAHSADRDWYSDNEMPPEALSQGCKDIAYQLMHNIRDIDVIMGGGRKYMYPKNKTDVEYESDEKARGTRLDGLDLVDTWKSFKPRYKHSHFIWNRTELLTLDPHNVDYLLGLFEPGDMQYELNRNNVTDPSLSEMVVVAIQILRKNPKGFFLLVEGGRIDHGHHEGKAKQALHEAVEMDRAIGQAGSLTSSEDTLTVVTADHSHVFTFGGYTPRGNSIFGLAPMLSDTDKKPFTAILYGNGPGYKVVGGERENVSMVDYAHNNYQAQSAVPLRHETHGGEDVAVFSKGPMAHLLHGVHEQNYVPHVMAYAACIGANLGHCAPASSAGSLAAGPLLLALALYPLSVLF
# S1P3 antagonist: S1P3 (human) receptor antagonism; 170,000 tested, 0.27% active; inhibition, % at 4.98 µM; Q99500; CHO S1P3 NFAT-BLA reporter, FRET fluorescence, antagonist mode;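 active = inhibition above the plate cutoff, the mean inhibition of test wells on that plate plus 3 SD, cut at about 28% in these data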;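 also: cells challenged with S1P at its EC80 of 0.8 µM; blue over green emission ratio from cleaved BLA substrate after 4 h stimulation; 0% = S1P-stimulated wells and 100% = unstimulated DMSO-only wells; some compounds past the cut are filed as inactive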
# TNAP inh no acc: TNAP (human) inhibition, acceptor-free conditions; AID 1012; P05186; 200,000 tested, 0.26% active; purified TNAP, CDP-star luminescence, 30 min; inhibition, % at 20 µM;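 active = tissue-nonspecific alkaline phosphatase inhibition above about 50% at 20 µM in the single-dose screen, limit read from the data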;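 also: 0% = DMSO negative control and 100% = EDTA positive control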
# PMI act satM6P: activators of human phosphomannose isomerase at near-saturating mannose 6-phosphate; coupled PMI enzyme assay, resazurin fluorescence, 20 min; active compounds read high; 1 = untreated enzyme, 0 = substrate-free blank; 190,000 tested, 0.34% active; activation factor at 20 µM;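 active = activation factor of 2 or more at 20 µM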
#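 Test system: human phosphomannose isomerase with PGI, G6PDH, diaphorase coupling enzymes; Amount: PMI at 15 ng/mL final; Reagent: Mannose-6-phosphate 1.0 mM (near-saturating) plus 0.22 mM NADP+; Timing: 20 min, room temperature; Technique: resorufin fluorescence at Ex 544/Em 590 nm; Dosing: 20 µM single dose.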
# Hsp70 act: transcriptional activators of Hsp70 | 200,000 tested, 0.04% active | activation, % at 10 µM | HeLa Hsp70 promoter luciferase reporter, luminescence; scaled: vehicle 0, proteasome-inhibitor control 100%;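 active = activation above the mean across all tested compounds plus 3 SD, cutoff set per campaign, cut at about 5.5% in these data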;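 also: 100% = MG132 at 30 µM as the positive control and 0% = DMSO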
# HMGR II inh: blocks class II HMG-CoA reductase of Enterococcus faecalis. AID 1066. 190,000 tested, 0.41% active. inhibition, % at 10 µM. purified E. faecalis HMGR, NADPH absorbance 340 nm kinetic;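 active = inhibition above a set limit, the median over all tested compounds plus 3 SD, cut at about 9.5% in these data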;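 also: enzyme runs in reverse so mevalonate oxidation gives rising NADPH absorbance; 0% = complete reaction with DMSO and 100% = background rate lacking mevalonate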
# * hit, by the source's call; / = no result given; & = joins results of further samples.
SMILES,L major viab,Redox H2O2 prof,RAM inhibit,PMI activator,TNAP inh hi DEA,S1P3 antagonist,TNAP inh no acc,PMI act satM6P,Hsp70 act,HMGR II inh
CCOC(=O)C1CCN(c2ncnc3c2[nH]c2cccc(OC)c23)CC1,73*,0.2,0.4,0.9,-3,16,-7,0.9,0.1,-2
CCc1ccccc1NC(=O)CN(C)C(=O)COc1ccc(C)nc1[N+](=O)[O-],57*,0.1,-0.5,1,-5,-13,-5,1,-0.3,-5
COc1ccc(NC2=NC(=S)N(c3cccc(C)c3)C23CCCCC3)cc1,-5,-16,2.6,1,-7,/,-9,1,-0.2,-3
C=CCNC(=S)NNC(=O)C(CCCC)CC(C)(C)O (stereo unspecified),-2,1.2,0.0,0.9,0,/,-30,0.9,-0.1,-6
Cc1cccc(OC(C)C(=O)N(Cc2cccs2)C2CCS(=O)(=O)C2)c1C (stereo unspecified),-4,0.3,1.5,0.8,1,-69,-1,0.9,-0.1,-9
Cc1cc(C)n(-c2nc3ccccc3c(=O)n2OCC(=O)Nc2c(C)cccc2C)n1,-7,0.3,0.9,0.9,-7,8,-11,1,-0.4,-4
COCc1ccc([C@@H]2C[C@H]3CN(Cc4cccnc4)C(=O)[C@]34CCCN24)o1,4,-1.2,2.9,0.9,-8,-10,-15,0.8,-0.3,0
CCc1nn(CC(=O)NCCCN2CCc3ccccc3C2)c(=O)c2cc3sccc3n12,2,-0.2,2.1,0.8,-1,-22,-10,0.8,-0.2,1
Clc1ccccc1Nc1nnc(-c2ccncc2)s1,-8,-0.1,-0.3,0.9,6,-3,-10,0.9,-0.4,-1
[O-]/C(=C(\C(=S)NCCN1CCOCC1)[n+]1ccccc1)c1ccc(Cl)s1,1,-2.3,2.0,0.9,1,-15,-13,0.8,-0.3,1
O=C(COc1ccccc1)Nc1sc2c(c1C(=O)NCc1cccnc1)CCCC2,-4,0.8,1.3,0.9,-5,/,-8,0.9,-0.4,2
CCN(CC)C(=O)CSC1c2ccccc2C(=O)N1c1ccccc1 (stereo unspecified),-2,1.2,2.2,1,2,/,-4,1.1,-0.1,2
COc1ccc(-c2ccc3ccccc3n2)cc1OC,21,-0.3,0.1,0.9,0,-10,1,1,0.0,1
C=CCn1cc(C(=O)OC)c(=O)c2cc(S(=O)(=O)N3CCCCCC3)ccc21,2,-0.4,1.9,1.1,5,-6,0,1.1,-0.2,-1
O=C(Nc1ccc(-c2noc(CCc3ccccc3)n2)cc1)c1cccnc1,50*,0.2,6.2,0.7,2,27,-1,0.8,-0.2,3
CCc1ccc(NC(=O)COC(=O)C2(c3ccc(Cl)cc3)CCCC2)cc1,-2,1.5,4.2,0.7,-1,-7,-13,0.9,-0.3,-8
Cc1ccc(C)c(NC(=O)CSc2c(C)n[nH]c2C)c1,0,-0.7,-0.5,0.9,1,4,-12,0.9,-0.3,-4
Cc1ccc(C2C3=C(Nc4[nH]n(-c5ccccc5)c(=O)c42)c2ccccc2C3=O)cc1 (stereo unspecified),27,0.2,4.9,1.2,24,-2,23,0.9,-0.5,-2
Cc1cc(=O)[nH]c(-n2ncc(C#N)c2N)n1,3,-1.7,0.2,1,-8,-24,-11,0.9,-0.3,-1
O=C(/C=C/c1ccccc1)CC(O)(c1ccccc1)C(F)(F)F (stereo unspecified),100*,0.2,3.2,1,0,/,-18,1,0.1,4
COc1ccc(C(C)=O)cc1CSc1nc2nc(C)cc(C)n2n1,-4,-1.3,1.7,0.9,-3,-3,-14,0.9,0.2,-2
O=C(O)c1ccccc1C(=O)Nc1ccccc1,-4,-0.4,0.0,0.9,-1,-23,-4,1.1,-0.2,-11
O=C(Nc1ccc(-c2nc3ccccc3o2)cc1)C1CCCO1 (stereo unspecified),-2,1.1,1.3,0.9,3,30,-6,1,-0.1,-8
Cc1cccc(-c2n[nH]c(=S)n2C)c1,-11,-0.6,0.3,1,-3,16,29,1.1,-0.1,-5
Cc1ccc(OCCN2CCN(CC(O)Cn3c4ccccc4c4ccccc43)CC2)cc1 (stereo unspecified),77*,1.1,-0.1,0.7,3,0,-4,0.8,-0.3,-4
COc1cccc(C(=O)C2CCCN(CC3=Cc4cc(OC)ccc4OC3)C2)c1 (stereo unspecified),2,-1.1,2.1,0.9,-4,-6,-6,1,-0.4,-2
Clc1ccc(CNC2CCCC2)cc1,37,0.0,-0.9,1,-7,/,-5,1,-0.1,-4
O=S(=O)(Nc1ncnc2sc3c(c12)CCC3)c1ccc2ccccc2c1,-6,0.5,4.6,1,-3,/,-4,1.1,-0.1,-5
Cc1ccc(C)c(C(=O)COc2ccc(C)nc2[N+](=O)[O-])c1,16,0.2,2.0,0.8,3,/,-4,0.8,-0.2,0
Cc1nc2nc[nH]n2c(=O)c1NC(=O)c1cccc(OCC(C)C)c1,-3,-0.5,0.2,1,-3,-3,-16,1.1,-0.3,-1
O=C(CN1CCN(c2ncccn2)CC1)NCCC1=CCCCC1,-4,0.0,2.7,0.9,-2,/,-11,1.1,0.1,-2
CCOC(=O)C1CCCN(C(=O)CSc2ccc(Br)cc2)C1 (stereo unspecified),-7,0.5,0.0,1,-3,-14,-10,0.9,-0.3,-8
Cc1cc(Cl)c(S(=O)(=O)NCCC(=O)O)cc1OCC(N)=O,-2,-0.6,0.2,0.9,-1,-12,-9,1,-0.3,-4
O=C(NNc1cccc(Cl)n1)c1ccc(Cl)cc1Cl,-5,1.7,2.3,0.9,0,/,-9,0.9,-0.5,0
Cc1ccccc1Sc1c(C#N)c(-c2ccccc2)nn1C,1,3.3,1.3,0.9,-1,/,-3,0.9,-0.2,-2
N#C/C(=C/c1ccccc1[N+](=O)[O-])C(=O)NCc1ccco1,12,-0.2,2.8,0.9,-5,-1,-17,0.8,-0.2,-3
COc1ccc(CNC(=O)C(=O)NCc2cccnc2)cc1,-10,-0.6,0.8,0.9,-5,6,-4,0.9,0.2,3
COc1cc(N=C2C(=O)N3CCCc4cccc2c43)cc(OC)c1,17,-0.2,1.5,0.8,6,7,-4,0.7,0.3,-7
CCC(C)NC(=O)CSc1nnc(-c2ccc(Cl)cc2)n1N (stereo unspecified),2,-0.2,0.0,1,-3,-11,-6,1,0.1,-3
C[C@H](NC(=O)c1ccccc1)C(=O)Nc1nc(-c2ccccn2)cs1,13,-0.8,0.3,0.8,-1,-7,-36,0.8,0.0,2
Cc1nc2ccccn2c1-c1csc(Nc2cccc(O)c2)n1,36,0.1,0.9,/,-3,-4,-5,/,-0.1,0
CCOC(=O)Cc1csc(NC(=O)CSc2nnnn2-c2ccc(F)cc2)n1,10,-0.7,3.0,1.1,-6,-6,-13,1,-0.2,1
COc1ccc(OCC(=O)Nn2c(-c3cccc(OC)c3)nc3ccccc3c2=O)cc1,-4,-0.3,5.6,0.9,0,-1,-2,0.9,0.3,-3
CCn1cc(S(=O)(=O)CC(=O)Nc2cc(C)ccc2C)c2ccccc21,6,-1.4,-0.6,1.1,-2,-4,-15,1.1,-0.3,2
O=C(Nc1ccccc1-c1nnc(SCc2ccccc2)o1)c1ccccc1,-4,2.1,19*,1,-5,/,-10,1,-0.1,1
CC(=O)OCC[N+](C)(C)C,-6&-4,0.5&0.4,1.7&2.4,1,1,4&7,-4,1,-0.3&-0.4,-2&0
CC(=O)Nc1ccc(S(=O)(=O)NNC(=O)COc2cccc3ccccc23)cc1,-6,0.5,0.2,1,-2,-20,-11,1,-0.1,-1
NC(=O)c1sc2cc(C(F)(F)F)cnc2c1-c1cccs1,2,0.4,2.7,1.1,-5,/,1,1.1,-0.3,0
CCOC(=O)c1cc2c(C)n(-c3ccc(N(C)C)cc3)c(C)c2cc(C(=O)OCC)c1=O,0,0.1,3.2,0.9,-4,/,6,0.6,0.1,4
O=C(O)C1CCN(C(=O)NC2CCCCC2)CC1,-9,1.3,0.7,0.6,0,-32,-14,0.8,-0.1,1
CCOc1cc(-c2c(C#N)c(N)nc3c2CCCC3)ccc1O,21,0.4,5.6,0.9,-4,-30,-9,0.9,0.2,2
CC(OC(=O)c1ccncc1)C(=O)Nc1cccc([N+](=O)[O-])c1 (stereo unspecified),0,-0.1,1.5,1.2,0,-7,-8,1.1,-0.2,-3
Cc1nnc(NC(=O)CSC2=NN3CCCC(=O)N=C3S2)s1,-5,-0.6,0.5,1,0,-22,-9,0.9,0.5,-1
CCN(CC)C(=O)Oc1c(Cl)cc(Cl)c2cccnc12,19,-1.6,1.0,1,-5,-7,-5,1,-0.1,3
Nc1ccc2c(c1)Oc1ccccc1C=C2,3,-0.4,1.8,1,-2,0,2,0.9,-0.1,1
COCCn1c(-c2ccc(OC)cc2)cnc1SCC(=O)Nc1cccc2ccccc12,77*,-4.4,2.3,0.9,0,/,-1,1,0.0,0
Cc1ccc(C(=O)NCCCc2ccccc2)s1,15,-0.3,0.4,1,-4,14,16,1.1,0.1,-1
COc1ccc(C2CC(c3ccccc3)=NN2C(=S)Nc2ccccc2)cc1 (stereo unspecified),37,-0.9,4.2,0.9,-2,14,-8,0.9,-0.1,-1
COc1nc(NS(=O)(=O)c2ccc(C)cc2)nc(C)c1Cl,-1,1.6,-0.5,0.9,-1,/,-6,0.9,-0.2,-3
Nc1cc2c(cc1O)CCCC2,0,0.6,1.1,0.6,-3,-18,-43,0.5,0.5,2

# Later entries
SMILES,L major viab,Redox H2O2 prof,RAM inhibit,PMI activator,TNAP inh hi DEA,S1P3 antagonist,TNAP inh no acc,PMI act satM6P,Hsp70 act,HMGR II inh
Cc1cccc2cc(C(c3nnnn3CC3CCCO3)N3CCc4ccccc4C3)c(=O)[nH]c12 (stereo unspecified),27,-0.1,1.1,1,-2,-27,-7,1.3,0.1,0
COc1cc2c(cc1OC)C(C)N(Cc1ccc3c(c1)OCO3)CC2 (stereo unspecified),-9,0.4,1.5,1,-7,-14,-10,1.2,-0.3,-3
CCN1CCN(c2cc(C)c3cc(NC(=O)Cc4ccc(OC)c(OC)c4)ccc3n2)CC1,-2,-0.1,2.7,0.8,-3,18,-13,0.8,-0.3,-2
Cc1cccc(NC(=O)C2CCN(S(=O)(=O)c3cccc4cccnc34)CC2)n1,2,0.1,-0.2,0.9,-7,-32,-18,0.9,-0.1,-7
O=C(CSCc1c(Cl)cccc1Cl)NCC1CCCO1 (stereo unspecified),-4,0.7,0.4,1,-4,/,-9,1.1,0.1,-2
Cc1ccc(C(=O)Nc2ccc3c(c2)OCO3)o1,-2,3.3,-0.8,1,-6,-20,-17,1,1.0,-4
O=C(O)CCCC(=O)Nc1ccc(Br)cc1C(=O)O,-4,2.9,1.5,1.1,0,-8,-4,1,-0.3,-5

# As entered above.
# `COc1cc2c(cc1OC)C(C)N(Cc1ccc3c(c1)OCO3)CC2` (stereo unspecified) – Hsp70 act: -0.3
# `O=C(CSCc1c(Cl)cccc1Cl)NCC1CCCO1` (stereo unspecified) – TNAP inh hi DEA: -4
